# Rin1 Abl inh – human Rin1-Abl interaction inhibition; P00519+Q13671; TR-FRET Rin1/Abl binding, biochemical; inhibition, % at 7.35 µM; 360,000 compounds, 0.4% hits; in the data active = inhibition above about 5%, passing the limit was not always enough
# FAS TE block – inhibitors of human fatty acid synthase thioesterase domain; P49327; recombinant FAS-TE, OMFH fluorogenic substrate, fluorescence endpoint; inhibition, % at 15 µM; 360,000 compounds, 0.67% hits;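 active = compounds whose normalised, plate-corrected inhibition of enzyme fluorescence in the single-dose primary screen is 50% or more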;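 also: 0% = DMSO with enzyme and 100% = substrate without enzyme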
# MT1-MMP act inh – blocks activation of human MT1-MMP; HT1080 RFP-PRO-GFP cells, GFP/RFP ratio fluorescence, overnight; percent of plate control window, DMSO zero; GFP/RFP ratio change, % at 20 µM; 360,000 compounds, 0.061% hits;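 active = GFP/RFP ratio change of at least 30% with cell ATP level not reduced by more than half and red fluorescence within 50% of control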; also: strong numbers were not always called active
#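 Read-out: GFP/RFP fluorescence ratio; Test system: RFP-PRO-GFP reporter HT1080 cells; Compound dosing: single-point 20 µM compound, 1% DMSO; Times: overnight compound exposure at 37 °C.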
# bovine MsrA act – activators of bovine methionine sulfoxide reductase A | purified bovine MsrA, absorbance read-out | activation, % at 10.6 µM | 360,000 compounds, 0.3% hits | AID 602163; in the data active = activation above about 7.5%;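 also: 0% = vehicle and 100% = reference activator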
# MLLE-PAM2 inh – blocks PAM2 peptide binding to the PABP1 MLLE domain; P11940; GST-MLLE / FITC-PAM2 fluorescence polarization; inhibition, % at 20 µM; 360,000 compounds, 0.36% hits; AID 588489; in the data active = inhibition above about 35%, passing the limit was not always enough;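 also: plate controls were DMSO wells with GST-MLLE for no effect and wells lacking GST-MLLE protein for full effect; some results filed as inactive read as strong as hits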
# SKN-1 inh – inhibitors of C. elegans SKN-1. C. elegans VP596 Pgst-4::GFP/RFP ratio, acrylamide-induced, 24 h. AID 624304. 360,000 compounds, 0.49% hits. inhibition, % at 21.8 µM;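 active = interference check ratio from 0.5 to 1.5 plus GFP to RFP signal ratio inhibition reaching or exceeding a fixed threshold, cut at about 30% in these data, passing the limit was not always enough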; also: some compounds called inactive have numbers as strong as hits
# E coli Lon inh – inhibits E. coli Lon protease; P0A9M0; purified E. coli Lon protease, fluorescence polarization; inhibition, % at 7.94 µM; 360,000 compounds, 0.42% hits; AID 602123; in the data active = inhibition above about 13%, passing the limit was not always enough;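 also: 0% = enzyme with probe and DMSO and 100% = no enzyme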
# Neddyl block – inhibitors of human cullin neddylation; P61081+Q13564; TR-FRET cullin neddylation, biochemical; calls only at 25 µM; 360,000 compounds, 0.58% hits; AID 651699; in the data active = inhibition above about 36%
# CendR NRP1 mod – alters CendR peptide binding to human NRP-1. inhibition, % at 25 µM. O14786. FAM-RPARPAR peptide binding to NRP-1, fluorescence polarization. 360,000 compounds, 0.85% hits;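 active = inhibition or corrected inhibition above about 18%, plus a signal ratio from 0.5 to 1.5, limit read from the data, passing the limit was not always enough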; also: strong numbers were not always called active
# Target sequence (O14786 whole entry, looked up): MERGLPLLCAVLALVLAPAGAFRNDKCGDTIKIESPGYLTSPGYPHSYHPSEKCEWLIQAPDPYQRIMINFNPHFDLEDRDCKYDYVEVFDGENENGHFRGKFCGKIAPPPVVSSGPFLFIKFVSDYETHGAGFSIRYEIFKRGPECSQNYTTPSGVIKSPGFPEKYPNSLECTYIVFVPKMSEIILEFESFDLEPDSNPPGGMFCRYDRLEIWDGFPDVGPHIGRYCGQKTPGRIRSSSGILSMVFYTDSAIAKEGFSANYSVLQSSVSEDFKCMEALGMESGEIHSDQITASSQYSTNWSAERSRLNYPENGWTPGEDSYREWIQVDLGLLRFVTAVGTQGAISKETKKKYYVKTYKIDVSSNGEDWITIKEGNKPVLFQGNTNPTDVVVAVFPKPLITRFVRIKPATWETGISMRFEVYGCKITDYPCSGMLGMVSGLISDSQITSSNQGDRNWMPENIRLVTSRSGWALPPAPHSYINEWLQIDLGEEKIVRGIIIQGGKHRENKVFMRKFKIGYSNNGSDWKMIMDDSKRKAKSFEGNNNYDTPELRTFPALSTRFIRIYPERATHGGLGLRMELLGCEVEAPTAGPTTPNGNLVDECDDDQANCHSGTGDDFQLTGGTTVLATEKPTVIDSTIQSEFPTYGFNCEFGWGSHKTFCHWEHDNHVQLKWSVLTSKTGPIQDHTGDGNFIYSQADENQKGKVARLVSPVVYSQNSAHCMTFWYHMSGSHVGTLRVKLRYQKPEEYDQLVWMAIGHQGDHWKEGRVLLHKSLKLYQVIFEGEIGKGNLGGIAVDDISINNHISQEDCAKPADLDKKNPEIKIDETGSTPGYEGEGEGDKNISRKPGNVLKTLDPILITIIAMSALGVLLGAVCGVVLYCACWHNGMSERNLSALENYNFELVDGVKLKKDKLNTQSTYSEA
# Starred values were filed as active, the others as inactive; i = inactive; nt = no result given; & = joins results of further samples. No enrichment for hits, and some 4% of all compounds hit somewhere here.
SMILES,Rin1 Abl inh,FAS TE block,MT1-MMP act inh,bovine MsrA act,MLLE-PAM2 inh,SKN-1 inh,E coli Lon inh,Neddyl block,CendR NRP1 mod
CCOC(=O)c1sc(-c2ccc(OC)cc2)cc1N,0,7,-2,-12,11,1,-9,i,26*
CN=C1S/C(=C\c2c(OC)cc(OC)cc2OC)C(=O)N1C,-10,-3,3,0,0,0,-19,i,-26
CCOC(=O)N1CCN(CC(O)COc2ccccc2[N+](=O)[O-])CC1 (configuration not stated),-4,-4,0,-3,-12,-1,-9,i,-6
CCCn1cnc2cc(NCc3cccc(OC)c3)ccc21,0,-10,3,-5,12,-3,0,i,11
C=CCn1c(CCc2ccccc2)nnc1SCC(N)=O,-2,-6,-2,-4,12,-4,-22,i,-6
O=C(CCCNC(=O)/C(=C/c1ccccc1F)NC(=O)c1ccccc1)OCc1ccccc1,0,1,1,-1,-2,4,2,i,3
CC(C)C[C@@H]1O[C@H](CCc2ccccc2)CC2=C1C(=O)OC(C)(C)O2,nt,21&19,1&6,0&-5,nt,-5&0,-3&0,i,-14&7
Cc1ccc(N(O)C(C)(C)C)cc1,0,-4,-1,-2,15,5,0,i,4
CC(C)(C)c1ccc(C(=O)NC(=O)COC(=O)c2ccco2)cc1,-2,-5,0,0,-3,-3,6,i,-15
COC(=O)c1ccc(NC(=O)CCN2C(=O)C3CC=CCC3C2=O)cc1 (configuration not stated),3,-7,1,-1,0,-8,3,i,12
COc1ccc(-c2[nH]c(-c3ccccc3)nc2SCC(=O)NCc2ccco2)cc1OC,-3,-3,7,-2,17,-2,-5,i,-13
CC(C)CCN1CCN(Cc2cnc(N3CCCC3)s2)CC1CCO (configuration not stated),0,-1,0,-1,15,6,-2,i,-7
O=C(Nc1sc2c(c1C(=O)O)CCC2)c1ccco1,0,-7,3,-4,18,-26,-1,i,-4
COc1ccc(C(C(=O)NC2CCCC2)N(C(=O)c2snc(-c3ccc(F)cc3)c2N)c2ccc(OC)cc2)cc1 (configuration not stated),-6,59*,-10,-1,-6,-1,-10,i,1
O=C1CSC(c2cccc(F)c2)N1c1ccc(O)cc1 (configuration not stated),3,-7,5,-4,1,7,-7,i,3
Cc1cccc(NC(=O)COc2ccccc2C(=O)NC(C)c2ccccc2)c1 (configuration not stated),-4,21,0,0,-9,12,2,i,0
Cc1cccc(C)c1NC(=O)CSC(=O)c1sc2ccccc2c1Cl,0,-1,-1,3,14,-8,-7,i,-38
CC(NC(=O)[C@H](C)N1C(=O)N2CCc3c([nH]c4ccccc34)[C@@]2(C)C1=O)c1ccccc1 (some centres not stated),-1,16,-9,-3,-6,9,2,i,2
Cc1cc(NC(=O)CSc2nnc(C(F)(F)F)n2C)no1,-1,-7,-4,-3,6,9,6,i,-4
CS(=O)(=O)N1Cc2ccccc2CC1C(=O)OCC(=O)Nc1ccc2ccccc2c1 (configuration not stated),2,21,-2,-4,-6,1,-9,i,7
COc1ccc(C(=O)CC(C(=O)O)c2ccc3c(c2)OCO3)cc1OC (configuration not stated),1,-8,-1,-2,7,-2,3,i,4
Cc1ccc(S(=O)(=O)N/N=C\c2ccccc2OCc2ccccc2)cc1,2,27,1,-8,-17,13,5,i,-5
CCOC(=O)[C@]12CCCC=C1N(CCc1ccc(OC)c(OC)c1)C(=O)[C@H](CC(=O)N1CCCCC1)C2,nt,nt,7,nt,nt,10,nt,i,-18
CCOCCc1nnc(NC(=O)CN2C(=O)c3ccccc3C2=O)s1,1,-8,-1,-11,5,-10,-1,i,1
CC1=N/C(=C/c2cc(Br)cc(Br)c2O)C(=O)O1,-3,-1,-1,-4,-17,14,-1,i,-3
CCCn1c(SCC(=O)Nc2nonc2C)nnc1-c1ccoc1C,-3,13,0,-1,-12,-8,4,i,6
Cc1cc(N/N=C2\CC(C)CC(C)(C)C2)nc2ccccc12 (configuration not stated),-2,4,-3,-4,-10,-8,-11,i,-2
O=C(COC(=O)/C=C/c1ccc(F)cc1)NC(=O)NCc1ccccc1,-1,-3,-1,0,-3,-5,-19,i,1
COC(=O)c1ccc(Cl)c(NC(=O)CSc2nnc(-c3ccncc3)o2)c1,0,-5,-3,-5,14,13,0,i,16
COc1ccc(NS(=O)(=O)c2cccc(NC(=O)NC3CCCCC3)c2)cc1,3,7,-2,3,9,23,-4,i,8
COC(=O)[C@H](Cc1c[nH]c2ccccc12)NC(=O)CCCc1c[nH]c2ccccc12,4,6,-7,-2,-1,3,1,i,-1
Cc1nn(CC(=O)Nc2ccccc2)c(=O)c2ccccc12,-3,-2,3,-3,-1,-15,1,i,-1
C=CCN1C(=O)C(=Cc2ccc3c(c2)CCC3)SC1=S,-2,20,5,-1,0,-9,2,i,-25
COC(=O)CN(C#N)c1nc(SC)nc(N(C)C)n1,0,-5,6,-3,7,1,-7,i,-6
CSc1ccc(Cn2c(C)c(C(=O)NCc3cccs3)sc2=O)cc1,-1,12,4,-7,15,-20,2,i,3
COc1ccc(CN2CCNC(=O)C2CC(=O)N2CCCO2)c(OC)c1 (configuration not stated),0,-15,-1,-4,11,-2,0,i,1

# 18 of these compounds in another layout:
structure	Rin1 Abl inh	FAS TE block	MT1-MMP act inh	bovine MsrA act	MLLE-PAM2 inh	SKN-1 inh	E coli Lon inh	Neddyl block	CendR NRP1 mod
Cc1cccc(NC(=O)COc2ccccc2C(=O)NC(C)c2ccccc2)c1 (configuration not stated)	-4	21	0	0	-9	12	2	i	0
Cc1cccc(C)c1NC(=O)CSC(=O)c1sc2ccccc2c1Cl	0	-1	-1	3	14	-8	-7	i	-38
CC(NC(=O)[C@H](C)N1C(=O)N2CCc3c([nH]c4ccccc34)[C@@]2(C)C1=O)c1ccccc1 (some centres not stated)	-1	16	-9	-3	-6	9	2	i	2
Cc1cc(NC(=O)CSc2nnc(C(F)(F)F)n2C)no1	-1	-7	-4	-3	6	9	6	i	-4
CS(=O)(=O)N1Cc2ccccc2CC1C(=O)OCC(=O)Nc1ccc2ccccc2c1 (configuration not stated)	2	21	-2	-4	-6	1	-9	i	7
COc1ccc(C(=O)CC(C(=O)O)c2ccc3c(c2)OCO3)cc1OC (configuration not stated)	1	-8	-1	-2	7	-2	3	i	4
Cc1ccc(S(=O)(=O)N/N=C\c2ccccc2OCc2ccccc2)cc1	2	27	1	-8	-17	13	5	i	-5
CCOC(=O)[C@]12CCCC=C1N(CCc1ccc(OC)c(OC)c1)C(=O)[C@H](CC(=O)N1CCCCC1)C2	nt	nt	7	nt	nt	10	nt	i	-18
CCOCCc1nnc(NC(=O)CN2C(=O)c3ccccc3C2=O)s1	1	-8	-1	-11	5	-10	-1	i	1
CC1=N/C(=C/c2cc(Br)cc(Br)c2O)C(=O)O1	-3	-1	-1	-4	-17	14	-1	i	-3
CCCn1c(SCC(=O)Nc2nonc2C)nnc1-c1ccoc1C	-3	13	0	-1	-12	-8	4	i	6
Cc1cc(N/N=C2\CC(C)CC(C)(C)C2)nc2ccccc12 (configuration not stated)	-2	4	-3	-4	-10	-8	-11	i	-2
O=C(COC(=O)/C=C/c1ccc(F)cc1)NC(=O)NCc1ccccc1	-1	-3	-1	0	-3	-5	-19	i	1
COC(=O)c1ccc(Cl)c(NC(=O)CSc2nnc(-c3ccncc3)o2)c1	0	-5	-3	-5	14	13	0	i	16
COc1ccc(NS(=O)(=O)c2cccc(NC(=O)NC3CCCCC3)c2)cc1	3	7	-2	3	9	23	-4	i	8
COC(=O)[C@H](Cc1c[nH]c2ccccc12)NC(=O)CCCc1c[nH]c2ccccc12	4	6	-7	-2	-1	3	1	i	-1
Cc1nn(CC(=O)Nc2ccccc2)c(=O)c2ccccc12	-3	-2	3	-3	-1	-15	1	i	-1
C=CCN1C(=O)C(=Cc2ccc3c(c2)CCC3)SC1=S	-2	20	5	-1	0	-9	2	i	-25

# (continued)
SMILES,Rin1 Abl inh,FAS TE block,MT1-MMP act inh,bovine MsrA act,MLLE-PAM2 inh,SKN-1 inh,E coli Lon inh,Neddyl block,CendR NRP1 mod
Cc1ccc(S(=O)(=O)CCC(=O)OC2CC(C)OC2=O)cc1 (configuration not stated),-1,-6,1,-2,-16,-11,-12,i,20
O=C(Nc1nonc1-c1ccc(Cl)cc1)c1ccccc1,2,7,6,0,-3,0,-1,i,-4
COc1ccc(NC(=O)CCN2CCN(S(=O)(=O)c3ccc(Br)cc3)CC2)cc1,4,4,2,1,0,-3,-7,i,-3
COC(=O)c1nc(-n2nc(C)cc2C)ccc1Cl,-4,0,3,-14,13,-3,-11,i,12
COc1ccc(-c2noc(-c3ccccc3C(=O)NCc3ccco3)n2)cc1OC,1,0,8,-8,-4,5,4,i,3
CC(C)NC(=O)c1cc(C2CCCCN2C(=O)OCCF)on1 (configuration not stated),-2,-4,3,-2,3,11,7,i,7
Cc1cccc(Cn2c(N(C)CCO)nc3c2c(=O)[nH]c(=O)n3C)c1,-3,-6,4,-6,2,1,2,i,-2
CSCc1ccc(C(=O)N2CCCC(Nc3ccc(F)cc3)C2)o1 (configuration not stated),0,1,1,-6,2,-1,5,i,-3
O=C(COC(=O)COc1ccccc1)NCc1ccco1,0,-7,8,-2,-7,-10,-19,i,20
CNc1nc(Oc2cccc(F)c2)c2sccc2n1,-3,-2,0,-3,11,22,10,i,-7
CN1C(C(=O)NCc2cccc(C(F)(F)F)c2)CC2Cn3c(nc4cc5ccccc5cc43)C21 (configuration not stated),0,-2,3,-2,3,10,-8,i,-5
CCOC(=O)CCn1c2nc(C)cc(C)c2c(=O)n1-c1ccccc1,2,-8,3,-7,-7,14,-1,nt,0
CCCCNC(=O)c1ccccc1NC(=O)CCSc1ccccc1,4,11,-1,-5,8,-15,1,i,-1
CCN1CCN(C(=O)C2CCC(CNS(=O)(=O)c3ccc(NC(C)=O)cc3)CC2)CC1 (configuration not stated),-3,-4,1,-2,0,5,-7,i,16
Cc1ccc(S(=O)(=O)N(C)C[C@H]2Oc3ccc(NC(=O)Nc4c(C)noc4C)cc3CC(=O)N([C@@H](C)CO)C[C@@H]2C)cc1,4,-2,-2,-5,9,4,-7,i,18
CCOc1ccc(NS(=O)(=O)c2ccc(C(=O)N3CCCCCC3)cc2)cc1,-1,2,-1,-3,4,8,-2,i,-5
CCOc1ccc(NCc2cc3c(C(C)(C)C)nn(-c4ccccc4)c3[nH]c2=O)cc1,6,14,1,-7,-16,1,-5,i,-6
CC1CC(C)CN(C(=O)CSc2ncnc3sccc23)C1 (configuration not stated),-3,1,-3,-3,-5,21,2,i,-6
Cc1ccc(CCNC(=O)CCSCc2ccc(Cl)cc2)cc1,-2,-4,3,-6,10,-1,-5,i,-11
CCN1C(=O)S/C(=C/c2ccc(Sc3nc4ccccc4[nH]3)o2)C1=O,-4,8,-15,-1,-67,-5,9,i,-54
CCSc1ncnc2sc(C)c(C)c12,-3,-4,3,3,-13,3,-15,i,16
Cc1ccc(C)c(NC(=S)NCCc2ccc(F)cc2)c1,0,8,-2,-9,-1,-9,1,i,-9
CCOc1ccc(NC(=O)CC2C(=O)N(c3ccc(OC)c(Cl)c3)C(=S)N2C2CC2)cc1 (configuration not stated),1,5,10,-3,21,16,2,i,13
O=C(O)CCCCCNS(=O)(=O)c1c(Cl)cccc1Cl,2,-10,-9,-2,-14,1,-3,i,-4
COc1ccc(C(OCC(O)CNC(C)c2ccccc2)c2ccc(OC)cc2)cc1 (configuration not stated),2,0,3,-11,5,2,9,i,8
CCN(c1ccccc1)S(=O)(=O)c1cc(NC(=O)CN2CCN(C)CC2)ccc1Cl,2,-6,-3,-4,6,6,-8,i,2
